# Bioassay records: PubChem, National Center for Advancing Translational Sciences (NCATS)
# ATXN viability = cell viability loss in ATXN counter-screen; Potency, µM (doses to about 56.7 µM), actives largely listed as cytotoxic; actives 0.49% (n = 400,000); S2 cells (HEK-293 line with an ATXN2-luciferase reporter) viability, CellTiter-Fluor protease fluorescence, 24 h; note: potency is the fitted concentration of half-maximal effect; nearly all actives have a fitted effect of over 40% in size
# A549 viability = counter-screen for Nrf2 inhibitors: cytotoxicity in A549 cells | actives 0.16% (n = 390,000) | Potency, µM (doses to about 46 µM), for inactives: at the highest dose activity change, negative = cytotoxicity, actives largely listed as inhibitors | A549 ARE-Fluc cells, CellTiter-Fluor viability, 18-24 h; note: potency is the fitted concentration of half-maximal effect; % is set by controls: 0 for no effect and ±100 for the full control effect
#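 A549 ARE_Fluc cells in 5% FBS OPTI-MEM were exposed to compounds in concentration-response for 18-24 h at 37 deg C. Viability was read by CellTiter-Fluor fluorescence (Ex 405/Em 525) after 30 min, before the luciferase read.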
# TGFb SMAD3 inh = blocks TGF-b signaling. HepG2 CAGA-GFP TGF-b/SMAD3 reporter, GFP fluorescence, 18 h; TGF-beta stimulated, 500 pg/mL final. Potency, µM (titrated, usually from 46.1 µM), inactives show at the highest dose activity, negative = inhibition, hits mostly inhibitors. actives 1.2% (n = 410,000). AID 588855; note: potency is the fitted concentration of half-maximal effect; % is set by controls: 0 for no effect and ±100 for the full control effect; nearly all actives have a fitted effect of over 65% in size
#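 Using HEPG2 CAGA-GFP reporter cells at 1000 cells/well, we pinned test compounds, stimulated with recombinant TGF-beta (500 pg/mL final) and measured total well GFP after 18 h.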
# Nrf2 ARE act = Nrf2 pathway activation; AREc32 ARE-luciferase reporter (MCF7-derived line), luminescence, 24 h; Potency, µM (titrated, usually from 46.1 µM), for inactives: top-dose activation, hits mostly activators; actives 0.31% (n = 410,000); note: potency is the fitted concentration of half-maximal effect; % of control where 0% means no effect; nearly all actives have a fitted effect of over 65% in size
#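 Nrf2 activation is followed as ARE-luciferase induction in the AREc32 line after one day of compound treatment; luminescence is read with Steady-Glo.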
# HepG2 viability = HepG2 cytotoxicity, counter-screen for TGF-b inhibitors; HepG2 CAGA-GFP viability, ATP luminescence, 18 h; Potency, µM (titrated, usually from 46.1 µM), for the others: at the top dose activity change, negative = cytotoxicity, actives largely listed as cytotoxic; actives 0.76% (n = 410,000); note: potency is the fitted concentration of half-maximal effect; some results filed as inactive show a strong effect at the top dose
#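 HepG2 CAGA-GFP cells (1000/well, DMEM with 1% FBS) received compound, then TGF-beta at 500 pg/mL final, and were incubated 18 hours at 37 degrees C. Viability was read by CellTiter-Glo luminescence. Media-only wells were set as complete cell-killing and DMSO as no toxicity.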
# Akt phos inh = blocks phosphorylation of Akt. Neuro2A IGF-stimulated pAkt S473 HTRF, 20 min; stronger effect = lower value. activity change, % for hits at 50 µM. actives 0.32% (n = 360,000). AID 651550; in the data active = activity change below about -80%; inconclusive = mostly about -51% to -80%; note: % is set by controls: 0 for no effect and ±100 for the full control effect
#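 Neuro2A cells (4,500/well, DMEM with 0.5% FBS) were treated with compound at a single 50 µM final concentration, stimulated with 6 nM IGF for 20 min at 37 °C, and lysed. Phospho-Akt Ser473 was read by HTRF as 665/615 ratio ×10^4.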
# Mm-Cpn inhibitor = inhibitors of Methanococcus maripaludis chaperonin (MmCpn); purified Mm-Cpn ATPase, ADP Transcreener TR-FRET; Potency, µM (top dose mostly 76.9 µM), for the others: top-dose activity, negative = inhibition, most hits filed as inhibitors; actives 0.031% (n = 330,000); note: potency is the fitted concentration of half-maximal effect; % is set by controls: 0 for no effect and ±100 for the full control effect; nearly all actives have a fitted effect of over 80% in size
#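 Eu-cryptate anti-ADP/ADP-d2 competition gives a ratio inversely related to ADP. Enzyme at 25 nM was pre-exposed to compound for 10 min, then given 10 uM ATP for 30 min, 37°C throughout.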
# Nrf2 block = Nrf2 pathway inhibition | Potency, µM (titrated, usually from 46 µM), for the others: top-dose activity change, negative = inhibition, usual class: inhibitors | AID 504444 | actives 2.1% (n = 360,000) | A549 ARE-Fluc reporter, luciferase luminescence, 18-24 h; note: potency is the fitted concentration of half-maximal effect; % is set by controls: 0 for no effect and ±100 for the full control effect; nearly all actives have a fitted effect of over 60% in size
#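 Nrf2 function is reported as luminescence of an ARE-controlled luciferase in A549 cells. Compounds were tested at several concentrations, and a CellTiter-Fluor read on the same wells flagged cytotoxicity.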
# CCT chaperon mod = changes cytosolic chaperonin activity. actives 0.3% (n = 360,000). purified chaperonin ATPase assay, HTRF ADP detection, 30 min. activity change, % (no concentration beside the values), hits read low; in the data active = activity change below about -30%; note: % is set by controls: 0 for no effect and ±100 for the full control effect
#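 We incubate TRiC, 40 or 20 nM final, with library compounds at 76 uM and 10 uM ATP for 30 min at 37 °C. ADP formed is detected with Transcreener HTRF reagents after 30 min at room temperature.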
# * = called active by the depositor; i = inactive; ? = inconclusive; nt = not tested or not shown; & = joins results of further samples. Unless noted, calls come from the whole dose curve; as a rule, active = well fitted curve in the direction sought with a large enough effect; inconclusive = small, poorly fitted or top-dose-only effect, or another doubt; inactive = no such curve, though single readings can be large; an effect the other way counts as inactive or inconclusive. This is a random part of the collection; about 4.4% have a hit in one of these screens.
# The first 10 entries as a preview:
# Letter code: A = ATXN viability; B = A549 viability; C = TGFb SMAD3 inh; D = Nrf2 ARE act; E = HepG2 viability; F = Akt phos inh; G = Mm-Cpn inhibitor; H = Nrf2 block; I = CCT chaperon mod
> COc1ccc(NC(=O)c2cc(-c3ccccc3)oc2C)cc1
  A: ?; B: 9.2%; C: 0.0%; D: 1.7%; E: -14.4%; F: i; G: 2.0%; H: 0.6%; I: -1.9
> CN(CC(=O)Nc1cccc(F)c1)C(=O)c1ccc2c(c1)OCCO2
  A: i; B: 0.3%; C: 12.4%; D: 3.9%; E: -0.4%; F: i; G: 0.9%; H: ?; I: 0.1
> O=C(O)c1cccc(Oc2ccc(C(=O)O)c([N+](=O)[O-])c2)c1
  A: i; B: 3.2%; C: 2.8%; D: 0.3%; E: -86.7%; F: i; G: nt; H: 7.3%; I: 0.8
> Cc1ccccc1OCCOC(=O)c1c(-c2ccccc2)noc1C
  A: i; B: -0.9%; C: -19.0%; D: -0.1%; E: -3.2%; F: i; G: -2.1%; H: 0.3%; I: -1.0
> CCCN1CCN(c2ccc([N+](=O)[O-])cc2C#N)CC1
  A: ?; B: -12.8%; C: -0.2%; D: 1.8%; E: 0.6%; F: i; G: -8.9%; H: -8.3%; I: 0.3
> COc1cc(C(=O)NCc2ccncc2)cc(Br)c1OCc1ccccc1
  A: i; B: 6.3%; C: -2.7%; D: 2.6%; E: -4.2%; F: i; G: 1.0%; H: ?; I: -0.7
> CC1=C(CC/C(C)=N/NC(N)=S)C(C)(C)CCC1
  A: ?; B: 3.0%; C: -17.4%; D: -0.8%; E: -21.0%; F: i; G: -0.1%; H: nt; I: -2.2
> Cn1c(/C=N/n2cnnc2)nc2ccccc21
  A: i; B: 3.3%; C: 9.2%; D: 3.5%; E: -1.9%; F: i; G: 1.0%; H: 9.4%; I: -0.9
> O=C1C(=O)N(CCN2CCOCC2)C(c2ccncc2)/C1=C(/O)c1ccc2c(c1)OCO2 (centres undefined)
  A: i; B: 4.6%; C: 1.0%; D: 2.0%; E: -6.8%; F: i; G: 0.7%; H: -0.1%; I: -1.9
> CCOC(=O)[C@@H]1CSCCS(=O)(=O)N1Cc1ccccc1Br
  A: i; B: 5.4%; C: ?; D: 2.8%; E: -36.9%; F: i; G: nt; H: 7.7%; I: -0.3

# The list itself, from the first entry:
# Letter code: A = ATXN viability; B = A549 viability; C = TGFb SMAD3 inh; D = Nrf2 ARE act; E = HepG2 viability; F = Akt phos inh; G = Mm-Cpn inhibitor; H = Nrf2 block; I = CCT chaperon mod
> COc1ccc(NC(=O)c2cc(-c3ccccc3)oc2C)cc1
  A: ?; B: 9.2%; C: 0.0%; D: 1.7%; E: -14.4%; F: i; G: 2.0%; H: 0.6%; I: -1.9
> CN(CC(=O)Nc1cccc(F)c1)C(=O)c1ccc2c(c1)OCCO2
  A: i; B: 0.3%; C: 12.4%; D: 3.9%; E: -0.4%; F: i; G: 0.9%; H: ?; I: 0.1
> O=C(O)c1cccc(Oc2ccc(C(=O)O)c([N+](=O)[O-])c2)c1
  A: i; B: 3.2%; C: 2.8%; D: 0.3%; E: -86.7%; F: i; G: nt; H: 7.3%; I: 0.8
> Cc1ccccc1OCCOC(=O)c1c(-c2ccccc2)noc1C
  A: i; B: -0.9%; C: -19.0%; D: -0.1%; E: -3.2%; F: i; G: -2.1%; H: 0.3%; I: -1.0
> CCCN1CCN(c2ccc([N+](=O)[O-])cc2C#N)CC1
  A: ?; B: -12.8%; C: -0.2%; D: 1.8%; E: 0.6%; F: i; G: -8.9%; H: -8.3%; I: 0.3
> COc1cc(C(=O)NCc2ccncc2)cc(Br)c1OCc1ccccc1
  A: i; B: 6.3%; C: -2.7%; D: 2.6%; E: -4.2%; F: i; G: 1.0%; H: ?; I: -0.7
> CC1=C(CC/C(C)=N/NC(N)=S)C(C)(C)CCC1
  A: ?; B: 3.0%; C: -17.4%; D: -0.8%; E: -21.0%; F: i; G: -0.1%; H: nt; I: -2.2
> Cn1c(/C=N/n2cnnc2)nc2ccccc21
  A: i; B: 3.3%; C: 9.2%; D: 3.5%; E: -1.9%; F: i; G: 1.0%; H: 9.4%; I: -0.9
> O=C1C(=O)N(CCN2CCOCC2)C(c2ccncc2)/C1=C(/O)c1ccc2c(c1)OCO2 (centres undefined)
  A: i; B: 4.6%; C: 1.0%; D: 2.0%; E: -6.8%; F: i; G: 0.7%; H: -0.1%; I: -1.9
> CCOC(=O)[C@@H]1CSCCS(=O)(=O)N1Cc1ccccc1Br
  A: i; B: 5.4%; C: ?; D: 2.8%; E: -36.9%; F: i; G: nt; H: 7.7%; I: -0.3
> COc1ccc(NC(=S)NCC2CCCO2)c(C)c1 (centres undefined)
  A: i; B: 4.0%; C: -24.2%; D: -0.5%; E: 0.7%; F: i; G: 1.5%; H: 18.5%; I: -3.7
> O=C(/C=C/c1ccccc1)NCCSCc1ccccc1
  A: i; B: 1.9%; C: 9.7%; D: 0.7%; E: -24.5%; F: i; G: 1.9%; H: 3.9%; I: -3.0
> Cc1nc([N+](=O)[O-])cn1CC(=O)Nc1ccc2c(c1)OCO2
  A: i; B: 9.9%; C: 0.4%; D: 0.5%; E: 6.8%; F: i; G: ?; H: 8.5%; I: -0.4
> COCCN1C2=C(COC(C)(C)C2)C(=S)NC1c1ccccc1 (centres undefined)
  A: i; B: 3.2%; C: 11.8%; D: -1.3%; E: -44.4%; F: i; G: 0.5%; H: 2.9%; I: 0.0
> C/C(=N\N1CCN(c2ccc(Cl)cc2)CC1)c1cccs1
  A: i; B: 0.3%; C: 2.8%; D: -0.5%; E: 5.6%; F: i; G: -0.7%; H: -6.2%; I: 0.5
> CCCCOc1ccc(/C=C/C(=O)OCC(=O)NC(=O)NCC(C)C)cc1OCC
  A: i; B: 1.2%; C: ?; D: -0.9%; E: -28.4%; F: i; G: -9.3%; H: -14.8%; I: -1.8
> O=S(=O)(N[C@H]1C[C@@H](NS(=O)(=O)OCC(Cl)(Cl)Cl)C2CCCCC21)OCC(Cl)(Cl)Cl (some centres undefined)
  A: ?; B: -3.6%; C: ?; D: -0.1%; E: -80.8%; F: i; G: -4.2%; H: ?; I: -0.5
> Cn1ccnc1C(O)c1ccccc1 (centres undefined)
  A: i; B: 0.4%; C: -20.6%; D: -0.3%; E: -1.0%; F: i; G: -1.0%; H: -1.8%; I: -1.6
> CN(CC(=O)Nc1ccc(F)cc1)CC(=O)Nc1ccc(Cl)c(S(=O)(=O)N2CCOCC2)c1
  A: i; B: -1.7%; C: -19.2%; D: 3.8%; E: 12.0%; F: i; G: -2.0%; H: ?; I: -1.5
> CCOC(=O)C1CCCN(C(=O)C(=O)Nc2ccc3nc4n(c(=O)c3c2)CCCCC4)C1 (centres undefined)
  A: i; B: 9.9%; C: -0.3%; D: -2.8%; E: -27.1%; F: i; G: -8.9%; H: -10.8%; I: -2.5
> COc1cc(C2CC(=O)Oc3c(C(CCN4CCCC(C)C4)c4ccc(N(C)C)cc4)c(OC)cc(OC)c32)cc(OC)c1OC (centres undefined)
  A: i; B: -7.3%&-2.3%; C: -10.2%&-3.9%; D: 2.4%; E: -4.9%&-3.1%; F: i; G: 0.2%; H: -7.6%&4.2%; I: -1.0
> Cc1cc(C)cc(-n2ccn3c(CC(C)(C)CC(=O)O)nnc3c2=O)c1
  A: i; B: 1.4%; C: -6.9%; D: -0.5%; E: -3.2%; F: nt; G: nt; H: 15.9%; I: nt
